# PRMT1 FP inh: inhibitors of human PRMT1; 370,000 tested, 1.3% active; recombinant PRMT1, activity-based probe fluorescence polarization; inhibition, % at 2.79 µM;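 active = inhibition above about 21% made by adding two undisclosed values, limit read from the data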
# TDP2 inh: TDP2 (human) inhibition, absorbance primary screen. 370,000 tested, 0.34% active. O95551. recombinant TDP2, T5PNP hydrolysis, p-nitrophenol absorbance 415 nm. inhibition, % at 12.8 µM;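 active = inhibition above the mean of all tested compounds plus 3 SD, set per campaign, cut at about 25% in these data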;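 note: 0% = DMSO with enzyme and 100% = buffer with substrate but no TDP2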
# Target sequence (O95551 whole entry, looked up): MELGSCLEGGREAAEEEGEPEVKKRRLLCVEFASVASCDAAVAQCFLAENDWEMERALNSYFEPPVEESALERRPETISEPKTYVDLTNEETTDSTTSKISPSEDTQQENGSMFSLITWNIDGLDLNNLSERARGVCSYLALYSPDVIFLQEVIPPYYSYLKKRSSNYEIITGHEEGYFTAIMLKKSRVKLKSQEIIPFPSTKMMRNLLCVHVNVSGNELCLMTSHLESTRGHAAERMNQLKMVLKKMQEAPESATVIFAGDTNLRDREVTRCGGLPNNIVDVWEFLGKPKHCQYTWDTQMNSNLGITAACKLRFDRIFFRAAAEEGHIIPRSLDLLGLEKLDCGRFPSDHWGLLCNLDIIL
#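 Material: recombinant human TDP2; quantity: TDP2 enzyme at 120 nM final; medium: Tris-HCl pH 7.5 with MgCl2; compound: single concentration, 12.8 µM nominal, with 1% DMSO; incubation: 2 h enzyme incubation at 37 °C; signal: epi absorbance; measure: percent inhibition; benchmarks: high control without enzyme, low control DMSO plus TDP2; repeats: singlicate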
# HTRA1 inh: inhibitors of human serine peptidase HTRA1; Q92743; recombinant HTRA1, FP-rhodamine activity-based probe, fluorescence polarization; inhibition, % at 5.96 µM; 340,000 tested, 0.5% active; AID 504803; in the data active = inhibition above about 36%;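 note: 0% = enzyme with DMSO and 100% = wells lacking enzyme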
# NR1D1 modulator: Rev-erb alpha (human) modulation. activity, % at 10 µM. Rev-erbα–FITC-DNA binding, fluorescence polarization, 90 min. 370,000 tested, 0.79% active. AID 1259318. P20393;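 active = activity above about 14%, limit read from the data; passing the limit was not always enough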;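 note: 0% = DMSO wells with 35 nM protein and 100% = DMSO wells with 750 nM protein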
# Target sequence (P20393 whole entry, looked up): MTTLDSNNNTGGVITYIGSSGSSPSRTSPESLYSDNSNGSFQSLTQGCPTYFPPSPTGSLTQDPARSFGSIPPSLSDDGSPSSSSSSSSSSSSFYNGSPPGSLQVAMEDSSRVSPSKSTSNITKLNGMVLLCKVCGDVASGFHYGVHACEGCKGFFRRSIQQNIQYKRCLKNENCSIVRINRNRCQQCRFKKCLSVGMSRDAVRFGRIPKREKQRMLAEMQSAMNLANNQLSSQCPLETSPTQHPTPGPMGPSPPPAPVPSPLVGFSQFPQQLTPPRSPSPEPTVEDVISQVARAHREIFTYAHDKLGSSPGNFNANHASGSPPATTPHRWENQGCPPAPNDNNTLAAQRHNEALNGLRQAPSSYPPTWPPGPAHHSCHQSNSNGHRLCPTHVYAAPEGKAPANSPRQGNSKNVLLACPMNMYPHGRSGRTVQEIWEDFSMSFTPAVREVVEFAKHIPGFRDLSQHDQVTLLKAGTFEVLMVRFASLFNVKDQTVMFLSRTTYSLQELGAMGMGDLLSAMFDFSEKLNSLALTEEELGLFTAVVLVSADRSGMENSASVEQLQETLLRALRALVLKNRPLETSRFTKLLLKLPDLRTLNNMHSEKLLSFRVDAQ
# SIAE primary: human SIAE inhibition, primary screen; Q9HAT2; SIAE FP-Rh probe binding, fluorescence polarization; inhibition, % at 9.66 µM; 370,000 tested, 0.69% active; AID 1053197;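 active = inhibition above a cutoff: mean of compounds within the control limits plus 3 SD of those, cut at about 17% in these data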;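 note: 0% = plate median of compound wells and 100% = probe without SIAE protein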
# TCR CD3 inh: human TCR-CD3 binding inhibition; TAMRA-labeled TCR probe fluorescence, biochemical; inhibition, % at 9.4 µM; 360,000 tested, 0.37% active; in the data active = inhibition above about 19%;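 note: recombinant mutant TCR 2C K166C tagged with TAMRA read by polarization; 0% = receptor in buffer alone and 100% = receptor with positive control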
# mABHD4 FP: inhibits mouse alpha/beta hydrolase domain 4; Q8VD66; purified mABHD4, FP-Rh probe fluorescence polarization; inhibition, % at 8.92 µM; 370,000 tested, 0.54% active;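 active = inhibition exceeding the mean over every tested compound plus 3 SD, cut at about 30% in these data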;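 note: 0% = plate median of compound wells and 100% = S159A mutant with DMSO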
#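 Assay system: wild-type mouse ABHD4 protein; compound: single nominal dose of 8.92 µM, 0.89% DMSO final; schedule: 45 min + 60 min at 25 °C; measured by: FP readout, ex 525 nm / em 598 nm; evaluation: % inhibition of FP-Rh probe binding versus controls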
# LEDGF integ inh: blocks HIV-1 LEDGF/p75-dependent DNA integration; inhibition, % at 3.7 µM; AID 743269; TR-FRET IN-LEDGF/p75 DNA integration, Eu/Cy5; 370,000 tested, 0.64% active;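 active = inhibition above the screen-wide mean plus 3 SD, cut at about 13% in these data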;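 note: signal is the Cy5 over europium emission ratio at 671 and 618 nm; 0% = plate median of compound wells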
# PG9 binder: binds the HIV-1 gp120 antibody PG9; TR-FRET gp120-PG9 antibody binding; inhibition, % at 6.7 µM; 360,000 tested, 0.43% active; AID 624416; in the data active = inhibition above about 8.5%
# rCAG RNA binder: r(CAG) repeat RNA binding. inhibition, % at 3 µM. TO-PRO-1 dye displacement fluorescence. 370,000 tested, 1.3% active;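 active = inhibition above the plate cutoff, the mean of all test compounds on that plate plus 3 SD, cut at about 35% in these data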;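 note: 0% = DMSO alone and 100% = 100 µM mitoxantrone as full dye displacement; higher means more dye released from RNA so lower well fluorescence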
# The depositor's hits bear a star; x = no result given; & = joins results of further samples. An excerpt; the hit share may differ from the screen's.
SMILES,PRMT1 FP inh,TDP2 inh,HTRA1 inh,NR1D1 modulator,SIAE primary,TCR CD3 inh,mABHD4 FP,LEDGF integ inh,PG9 binder,rCAG RNA binder
COc1ccc(N2CCN(C(=O)c3ccccc3)CC2)c([N+](=O)[O-])c1,5,4,-4,0,6,-7,-4,0,-1.1,-5
CCCC(=O)Nc1nnc(/C=C/c2ccccc2)s1,-4,-16,-10,2,-7,3,-2,3,-3.1,-1
Cc1ccc(C(=O)N/N=C\c2cccnc2)s1,0,4,-7,-4,-4,2,3,-2,-0.9,-1
COc1ccc(CCN2CC(C(=O)N(C)C3CCOCC3)CCC2=O)cc1 (configuration not stated),-1,4,5,-2,9,-2,0,0,1.2,-3
COc1ccc(S(=O)(=O)NC(C)C(=O)Nc2ccccc2C(F)(F)F)cc1 (configuration not stated),2,-6,-2,6,6,3,-2,0,0.7,1
Cc1cccc(OCc2nnc(SCC(=O)Nc3sc(C)c(C)c3C#N)n2C)c1,1,-12,-2,-5,-6,-3,3,4,1.7,2
CC12CCC(C(=O)CC1=O)C2(C)C (configuration not stated),-4,-2,0,1,4,-1,7,2,0.4,1
O=C(Nc1cccc(S(=O)(=O)N2CCCCCC2)c1)C1CC(=O)N(c2ccc3c(c2)OCCO3)C1 (configuration not stated),-10,-3,-1,-8,8,-2,-9,0,-1.9,5
COc1cccc(-n2c(=O)c3cc(OC)c(OC)cc3n(CC(=O)Nc3cc(C)[nH]n3)c2=O)c1,0,-2,6,-1,-2,4,-9,-3,-1.0,2
COc1ccc(CN2CC(C(=O)NCc3ccc4c(c3)OCO4)CC2=O)cc1 (configuration not stated),1,6,-3,-2,1,-4,7,-2,0.5,0
COCCNC(=O)CSc1ccccc1C(=O)NCC1CCCCC1,3,-5,1,-5,4,-4,3,-12,-0.1,-3
CC(C)NS(=O)(=O)c1ccc(CCC(=O)N2CCOCC2)cc1,1,6,7,2,5,-3,4,2,0.6,-3

# Reprinted at random: 4 compounds from above, in no set order.
SMILES,PRMT1 FP inh,TDP2 inh,HTRA1 inh,NR1D1 modulator,SIAE primary,TCR CD3 inh,mABHD4 FP,LEDGF integ inh,PG9 binder,rCAG RNA binder
COc1ccc(N2CCN(C(=O)c3ccccc3)CC2)c([N+](=O)[O-])c1,5,4,-4,0,6,-7,-4,0,-1.1,-5
COc1ccc(CN2CC(C(=O)NCc3ccc4c(c3)OCO4)CC2=O)cc1 (configuration not stated),1,6,-3,-2,1,-4,7,-2,0.5,0
CC12CCC(C(=O)CC1=O)C2(C)C (configuration not stated),-4,-2,0,1,4,-1,7,2,0.4,1
COCCNC(=O)CSc1ccccc1C(=O)NCC1CCCCC1,3,-5,1,-5,4,-4,3,-12,-0.1,-3

# Continued.
SMILES,PRMT1 FP inh,TDP2 inh,HTRA1 inh,NR1D1 modulator,SIAE primary,TCR CD3 inh,mABHD4 FP,LEDGF integ inh,PG9 binder,rCAG RNA binder
OC1(c2ccccc2Cl)NN=C2CCCCCN21 (configuration not stated),1,2,-6,0,-5,-6,4,-2,-2.5,1
COCCCn1cc(CN2CC(N3CCN(Cc4cccc(C)c4)CC3)CS2(=O)=O)nn1 (configuration not stated),-1,0,x,-7,5,2,3,2,-1.7,-1
CCCCCC(=O)NCC(C)NC(=O)CCCCC (configuration not stated),0,5,4,-4,10,9,-1,0,0.6,-3
C=CCn1c(COc2ccc(C)cc2)nnc1SCC(=O)c1ccc(-c2ccccc2)cc1,-2,-9,x,1,-2,x,-3,4,x,9
CCn1c(SCC(=O)Nc2ccc3c(c2)OCCO3)nnc1-c1cccnc1,-3,16,3,0,3,4,-1,0,-1.6,0
COC(=O)c1cccc(-c2noc(-c3ccccc3F)n2)c1,0,5,1,1,-3,-3,-7,-2,-0.2,6
Cc1cc(O)ccc1N/C=C/c1onc(C)c1[N+](=O)[O-],33*,1,34,-18,4,8,56*,1,-7.1,12
COc1ccc(N(C)S(=O)(=O)c2cccc(C(=O)NCC(c3ccco3)N3CCCC3)c2)cc1 (configuration not stated),-1,-2,-5,-4,-5,6,-5,3,-1.1,-1
C#CCn1c2ccccc2c2nc3ccccc3nc21,1,1,-6,4,-7,-3,4,-2,-0.7,-2
CCOc1ccc(C(C(=O)NCCOC)N(CCOC)C(=O)CCC(=O)Nc2ccccn2)cc1 (configuration not stated),1,-12,5,5,-8,-3,-2,-3,-0.2,-3
CCN(CC)C(=O)c1[nH]cnc1C(=O)N[C@@H](C)c1ccccc1,-1,-13,3,-3,-1,-6,-1,-3,0.1,0
CCOc1ccc(CCNC(=O)c2cc(C)nn2-c2ccccc2)cc1,-3,7,-8,3,-4,2,-5,3,0.3,-1
Cc1ccsc1C1Nc2ccccc2C(=O)N1O (configuration not stated),-1,4,5,10,15,5,-4,2,-1.8,-1
C[C@H](CO)N1C[C@H](C)[C@@H](CN(C)Cc2ccccc2)Oc2c(NC(=O)Cc3ccccc3)cccc2C1=O,-1,-7,-41,-1,-19,2,-3,1,0.2,-6
COCCNC(=O)C1CCCN(C(=O)c2nc3ccccc3s2)CC1 (configuration not stated),4,-6,x,0,1,0,6,-4,-0.7,0
CN(C)c1cc2c3ccccc3n(C)c2cc1N,19,-5,22,2,2,-5,11,1,-8.5,6
CCO/C(C)=N/n1c2nc3ccccc3nc2c2c(=O)n(Cc3ccccc3Cl)c(C)nc21,0,13,-11,-4,-8,3,-5,0,1.4,11
CC(C)C1N(C(=O)N(C)C)CCN1S(=O)(=O)c1ccccc1 (configuration not stated),1,-16,3,-6,2,4,5,0,-1.8,-1
COC(=O)C1=C(C)N(C)C(=O)NC1c1cc2c(cc1Br)OCO2 (configuration not stated),-5,3,-2,6,7,-5,-2,2,-0.6,-3
CC(=O)CC(c1ccccc1)c1c(O)c2ccccc2oc1=O (configuration not stated),-7&-1&6,-2&8&3,1&3&6,1&-6&-4&-5,-5&1&-1,6&-7&-3,-4&2&-4,1&0&-2,-0.9&0.1&-2.4,1&1&0
CCCCc1ccc(S(=O)(=O)NNC(=S)NCc2ccco2)cc1,-1,3,-1,6,9,6,-3,2,-1.5,6
CCNC(=O)CSc1nnc(-c2cc(-c3ccc(Cl)cc3)nc3ccccc23)o1,-1,4,-9,0,-3,3,-4,2,-2.8,2
C[C@]12CCC(=O)C[C@@H]1CC[C@@H]1[C@@H]2CC[C@]2(C)C=CC[C@@H]12,-1,2,8,5,-2,-1,3,-1,-1.8,1
O=C(Nc1cccc(S(=O)(=O)NC2=NCCC2)c1)c1cc(=O)[nH]c2ccccc12,4,6,10,-11,5,-58,-4,-3,1.4,4
CC(C)(C)c1ccccc1OCC(=O)Nc1ncn[nH]1,-3,0,2,0,-2,7,7,4,2.4,-2
CC(C)N1CCC(=NNc2ccc(S(=O)(=O)N3CCOCC3)cc2[N+](=O)[O-])CC1,-1,-7,4,7,7,-1,14,-1,-3.0,4
COc1ccccc1C(CNC(=O)c1cccc(S(=O)(=O)N2CCCc3ccccc32)c1)N(C)C (configuration not stated),-5,7,-2,10,-4,4,-2,1,-2.1,0
CCC(=O)NC(=S)Nc1ccc(S(=O)(=O)N2CCN(C)CC2)cc1,0,2,4,0,-5,4,-1,0,0.8,-1
CC(Oc1ccc2c3c(c(=O)oc2c1)CCCC3)C(=O)NC1CC(C)(C)NC(C)(C)C1 (configuration not stated),2,-3,2,-7,4,-5,3,-2,0.6,6
CCOC(=O)c1c(C)c(C(=O)NCCCN2CCCC2=O)c(C)n1CC,-3,11,-3,-3,-1,3,0,0,-0.8,-8
c1ccc(C2(c3ccccc3)OCC(Cn3cncn3)O2)cc1 (configuration not stated),0,12,-7,1,-2,5,3,-1,-1.0,-4
O=C(CN(Cc1ccccc1F)C(=O)c1csnn1)NCc1ccc2c(c1)OCO2,-1,-6,-4,-3,3,8,6,1,-1.9,-3
COc1ccc(C(=O)N2CCCC(c3cc(C(=O)NCc4cccnc4)no3)C2)cc1 (configuration not stated),-4,-10,x,7,4,-13,-1,7,2.9,2
C=CCN1C(=O)c2ccc(C(=O)N(C)Cc3ccc(C)o3)cc2C1=O,6,7,1,2,3,-4,4,-5,-0.9,-8
Cc1ccccc1NC(NC(=O)OCCn1c([N+](=O)[O-])cnc1C)C(Cl)(Cl)Cl (configuration not stated),-2,0,-8,-3,-1,0,-2,2,1.6,-3
Cc1ccc(-c2csc(N)n2)cc1,1,-3,-4,2,0,3,11,-3,-1.4,5
CCc1ccc(-c2nc(CN3CCC(C(=O)NCCN(CC)c4ccccc4)CC3)c(C)o2)cc1,0,-2,3,1,9,0,8,0,-3.7,2
CN1CCN(c2ncnc3c2ncn3[C@H]2CN(Cc3ccc(F)cc3)C[C@@H](CO)O2)CC1,-3,10,x,-1,4,0,-1,3,1.2,1
CNC(=O)c1cccc(NC(=O)c2ccccc2OCc2ccccc2)c1,0,-1,-7,6,-6,-2,-8,4,2.7,1
O=[N+]([O-])c1cc(S(=O)(=O)Nc2ccccc2)ccc1NCc1cccnc1,0,-8,-2,9,-3,6,-6,-4,-0.3,6
COC(=O)C1=C(C)N(C)C(=S)NC1c1ccccc1 (configuration not stated),1,0,-2,-1,0,-3,-1,0,-2.7,1
O=C1NC[C@H](Cc2ccccc2)N(C[C@H]2CCCN2C[C@H](Cc2ccccc2)N2C[C@H](Cc3ccccc3)N(CC3CCCCC3)C(=O)C2=O)C1=O,-2,-22,-34,1,-11,5,6,6,1.2,5
CCOc1ccc(Br)cc1S(=O)(=O)NC1CCCC1,1,8,-7,0,-2,-7,7,-6,0.5,-3
Cc1cccc(C(=O)NCC(=O)N2CC=C(c3ccccc3)CC2)c1,1,-11,-22,-5,0,-6,2,-12,-0.5,3
CC(C)CNC(=O)CCc1nc(-c2ccccc2)no1,3,12,0,0,2,-3,9,-1,-1.4,0
Cc1nn(CC(=O)NC(C)CCc2ccccc2)c(=O)c2nn(-c3ccccc3)c(C)c12 (configuration not stated),-2,2,1,-6,-7,2,-3,-1,-0.7,-3
COc1ccc(C(CCNCc2ccc(OC(C)C)cc2)C(C)C)cc1 (configuration not stated),0,2,x,3,-3,-3,13,-2,-0.9,4
Oc1ccc(C[C@@H](CN2CCCC2CN2C(=S)NC[C@@H]2Cc2ccccc2)N2C[C@H](Cc3ccccc3)N(CC3CCCCC3)C2=S)cc1 (some centres not stated),2,-11,x,-4,-12,-2,10,-3,-0.5,17
O=C(c1cccs1)N1C[C@@H](O)[C@H](n2cc(-c3ccc(F)cc3)nn2)C[C@@H]1c1ccc(Cl)cc1,5,-11,-54,2,-13,-3,-5,-6,-1.3,7
Cc1ccc(CNC(=S)Nc2ccc(NS(=O)(=O)c3ccc(C)cc3)cc2)cc1,1,1,-27,4,-5,0,-14,-3,-1.8,14
Cc1ccc(N2C(=O)C3N=NN(CC(=O)N4N=C(c5cccc6ccccc56)CC4c4ccccc4)C3C2=O)cc1 (configuration not stated),-1,12,-15,5,-12,-1,-15,2,-0.3,21
CN(C)/C=C/C(=O)c1cnc(-c2ccccc2)s1,-2,-5,-12,5,-8,3,-2,-4,-2.1,2
O=C(Nc1cccc(-n2cnnn2)c1)c1cccs1,-3,-14,-18,-7,-11,5,-2,4,0.7,6

# From PubChem BioAssay
